CHO parental Ca = signal in parental CHO cells, OX1R antagonist counter-screen; parental CHO-K1, ATP-induced calcium, Fluo-8 fluorescence; inhibition, % at 5.6 µM; 330,000 compounds, 0.63% hits;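 active = inhibition above that plate's mean sample inhibition plus 3 SD, cut at about 26% in these data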;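 also: 0% = ATP-challenged DMSO wells and 100% = DMSO wells without ATP; some compounds past the cut are filed as inactive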
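Material: parental CHO cells / Compound: single nominal dose of 5.6 µM per compound / Signal: Fluo-8 fluorescence / Replicates: singlicate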
M1 ag = human M1 muscarinic receptor agonism. CHO-K1 hM1, Fluo-8 calcium fluorescence, agonist mode; 0% DMSO, 100% acetylcholine EC100. activation, % at 3 µM. 360,000 compounds, 0.33% hits. AID 588814;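 active = activation above the run's mean compound activation plus 3 SD, cut at about 16% in these data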;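 also: peak over basal fluorescence ratio within a 140 s kinetic read after compound addition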
Target sequence (P11229 whole entry, looked up): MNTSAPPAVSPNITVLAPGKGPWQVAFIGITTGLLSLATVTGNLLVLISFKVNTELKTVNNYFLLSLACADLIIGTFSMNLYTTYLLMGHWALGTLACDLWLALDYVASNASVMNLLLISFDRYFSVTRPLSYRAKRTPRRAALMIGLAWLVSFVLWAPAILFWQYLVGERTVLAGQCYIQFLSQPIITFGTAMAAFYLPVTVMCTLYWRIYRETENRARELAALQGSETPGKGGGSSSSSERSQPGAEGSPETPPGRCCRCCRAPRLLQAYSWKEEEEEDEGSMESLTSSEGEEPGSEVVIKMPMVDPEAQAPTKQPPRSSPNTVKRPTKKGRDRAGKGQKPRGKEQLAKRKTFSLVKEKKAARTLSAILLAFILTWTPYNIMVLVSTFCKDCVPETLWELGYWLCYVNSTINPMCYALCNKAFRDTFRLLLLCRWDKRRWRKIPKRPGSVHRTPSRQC
CHRM1 PAM = positive allosteric modulators of human M1 muscarinic receptor. AID 588819. activation, % at 3 µM. CHO-K1 hM1, Fluo-8 calcium fluorescence, ACh EC20; 0% = ACh EC20, 100% = maximal ACh. P11229. 360,000 compounds, 0.088% hits; in the data active = activation above about 19%, passing the limit was not always enough
M4 antag = blocks acetylcholine activation of human M4 receptor. CHO-hM4 cells, ACh EC80, Fluo-8 calcium fluorescence. AID 624125. 360,000 compounds, 0.73% hits. P08173. inhibition, % at 3 µM;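 active = inhibition above its plate's cutoff, the mean inhibition of sample wells plus 3 SD, cut at about 27% in these data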;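 also: 0% = acetylcholine EC80 with DMSO and 100% = DMSO without agonist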
Target sequence (P08173 whole entry, looked up): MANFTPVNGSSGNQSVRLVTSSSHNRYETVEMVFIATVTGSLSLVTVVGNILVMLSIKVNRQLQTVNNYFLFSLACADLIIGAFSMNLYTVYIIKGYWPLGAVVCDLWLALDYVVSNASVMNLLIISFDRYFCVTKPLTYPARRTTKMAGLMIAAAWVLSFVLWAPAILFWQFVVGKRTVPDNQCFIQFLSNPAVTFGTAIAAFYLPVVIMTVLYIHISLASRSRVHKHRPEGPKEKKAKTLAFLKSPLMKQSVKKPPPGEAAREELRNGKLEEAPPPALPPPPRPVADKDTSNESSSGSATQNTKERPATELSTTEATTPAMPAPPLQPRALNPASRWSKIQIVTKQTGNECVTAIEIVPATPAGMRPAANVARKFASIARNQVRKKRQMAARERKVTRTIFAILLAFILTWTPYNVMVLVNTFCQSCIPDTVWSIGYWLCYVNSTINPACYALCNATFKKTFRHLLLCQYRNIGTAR
CHRM4 agonist = agonists of human muscarinic M4 receptor (CHRM4) | activation, % at 3 µM | CHO-K1 hM4/Gqi5, Fluo-8 calcium fluorescence; vehicle 0%, full acetylcholine response 100% | 360,000 compounds, 0.14% hits | AID 624127 | P08173;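 active = activation above the run mean over all test wells plus 3 SD, cut at about 32% in these data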;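 also: peak over basal fluorescence ratio per well then scaled between controls; 0% = DMSO wells and 100% = acetylcholine at EC100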
CHO-K1 Ca ag = counter-screen for M1 agonists: effect in parental CHO-K1 cells | Fluo-8 calcium fluorescence; scaled to maximal ATP response, vehicle zero | activation, % at 3 µM | 360,000 compounds, 0.48% hits; in the data active = activation above about 15%;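 also: untransfected CHO-K1 host cells lacking M1 receptor as counterscreen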
M1 antag = antagonists of human M1 muscarinic receptor. CHO-K1 hM1, Fluo-8 calcium fluorescence, ACh EC80 antagonist. P11229. AID 588852. inhibition, % at 3 µM. 360,000 compounds, 1.3% hits;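 active = percent inhibition above its own plate's cutoff, namely the mean of that plate's compound wells plus 3 SD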;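 also: peak over basal fluorescence ratio during 140 s after agonist addition; 0% = ACh EC80 plus DMSO and 100% = DMSO alone without agonist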
CHO-K1 Ca antag = nonselective inhibitor or artifact in parental CHO-K1 cells. ATP-induced calcium, Fluo-8 fluorescence. inhibition, % at 3 µM. 360,000 compounds, 0.6% hits. AID 602250;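 active = inhibition above a per-plate cutoff, the plate's mean sample inhibition plus 3 SD, cut at about 24% in these data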;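 also: 0% = DMSO plus EC80 ATP and 100% = DMSO alone without ATP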
OXTR potentiate = human OXTR potentiation. P30559. CHO-OTR cells, Fluo-8 calcium fluorescence, potentiator mode; 0% = oxytocin EC15, 100% = EC100. activation, % at 3 µM. 320,000 compounds, 0.061% hits. AID 2445;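 active = activation above that plate's cutoff, the mean activation of tested compounds plus 3 SD, cut at about 6.6% in these data, passing the limit was not always enough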;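 also: 100% uses oxytocin at 75 nM as the full agonist control; some results filed as inactive read as strong as hits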
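Material: CHO-OTR cells, human receptor; compound dosing: single dose, 3.0 µM nominal final compound concentration; schedule: 6 min compound pre-incubation at room temperature, 100 s kinetic read; measured by: kinetic Fluo-8 calcium fluorescence; read-out basis: % activation vs EC15 and EC100 oxytocin; controls: EC15 oxytocin alone as 0%, 75 nM oxytocin as 100%; replicates: singlicate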
The depositor's hits bear a star; nt = no result given.

SMILES	CHO parental Ca	M1 ag	CHRM1 PAM	M4 antag	CHRM4 agonist	CHO-K1 Ca ag	M1 antag	CHO-K1 Ca antag	OXTR potentiate
CN(CC(=O)Nc1ccccc1Br)C(=O)CN1CCN(Cc2cccc(Cl)c2)CC1	-15	-8	0	-5	3	0.5	-6	-11	-8
CC(C)CC(OC(=O)c1ccco1)C(=O)NC1CCCCC1 (stereo not given)	-15	-3	7	-4	0	-0.1	0	-10	-3
O=C(Nc1c(Cl)cccc1Cl)c1cc(-c2ccco2)on1	-18	-7	-2	-9	1	0.5	-4	-14	4
CC1=NN(c2ccccc2)C(=O)/C1=C\c1c(C)[nH]n(-c2ccccc2)c1=O	-4	-1	6	4	0	0.8	2	-7	-1
CCOc1ccc(-c2cc(N)n(S(=O)(=O)c3cccc4nsnc34)n2)cc1	-25	-8	0	-1	-2	-1.1	-15	-19	6
O=C(CN(Cc1ccco1)C(=O)CNS(=O)(=O)c1ccc(Cl)cc1)NCc1ccco1	-16	-2	2	-23	1	2.3	0	-15	-5
O=C(NCc1ccccc1)c1cccc(COc2cc(Cl)ccc2Cl)c1	-21	-11	-7	-1	0	0.9	-1	-7	-5
O=C(NCc1ccc(F)cc1)c1cc(C2CCCCN2S(=O)(=O)c2cccs2)on1 (stereo not given)	nt	-4	-3	1	4	1.7	-11	-3	nt
CSc1nc2nc(C)c(CCC(=O)OCC(=O)Nc3ccc(F)cc3)c(C)n2n1	nt	-4	4	-4	1	-0.3	-3	-7	nt
CCOC1=C2CN(S(=O)(=O)c3ccc(Cl)cc3)[C@H](c3ccccc3)C[C@@H]2N(S(=O)(=O)c2ccc(C)cc2)[C@H](c2ccccc2)C1	nt	-3	3	-7	0	0.2	4	11	nt
CC1C(=O)Nc2ccc(S(=O)(=O)N3CCc4ccccc4C3)cc2NC1=O (stereo not given)	-9	-6	7	-4	0	-0.4	-8	-14	5
O=C(CC1C(=O)NCCN1Cc1cccc(Oc2ccccc2)c1)NCCc1ccccn1 (stereo not given)	-13	-5	8	-3	1	0.8	-10	-8	-9
COc1ccccc1CNC(=O)CN1C(=O)NC2(CCCc3ccccc32)C1=O (stereo not given)	-8	-2	9	4	1	0.4	-10	-2	-4
O=C(c1ccco1)N1N=C2CCCCCC2C1(O)C(F)(F)F (stereo not given)	-20	-13	1	1	-1	-0.1	-4	-3	-4
Cc1ccnc(NS(=O)(=O)c2ccc(-n3cccn3)cc2)c1	-11	-2	-1	-8	2	1.0	-2	-11	-4
CCCCOc1nc2c(c(=O)n(C)c(=O)n2C)n1C	-11	-6	4	-20	1	0.2	-9	-16	-4
COc1ccc(N/C=C/C(=O)c2ccc(OC)c(OC)c2)cc1	-23	-2	-4	4	13	4.5	10	-8	0
O=C(CN(C(=O)c1cc2c(s1)CCC2)C1CCCC1)NCc1cccs1	-31	-7	5	10	3	0.9	-3	-6	1
O=C(NCCN1CCN(C(=O)c2ccc(Br)cc2)CC1)c1ccc(Br)cc1	-20	-6	-3	-14	4	1.3	14	-1	-8
CC[C@]12c3[nH]c4cc(-c5ccco5)ccc4c3CCN1C(=O)[C@@H](CC(=O)NC/C=C(\C)CCC=C(C)C)C[C@@H]2C(=O)N1CCN(C(=O)c2ccco2)CC1	-14	-6	8	-11	0	0.5	-21	-19	nt
CCOc1ccc(N2CC(O)=C(c3nc4ccccc4c(=O)[nH]3)C2=N)cc1	-7	-5	-6	-2	0	0.1	2	7	-5
COc1ccc(S(=O)(=O)NNC(=O)C2Cc3c(ccc4ccccc34)O2)cc1 (stereo not given)	23	1	-2	0	13	6.0	12	3	-22
O=C(CCc1ccccc1)NC(NC(=S)Nc1cccc(Cl)c1)C(Cl)(Cl)Cl (stereo not given)	-1	2	-10	7	12	8.9	21	8	-9
CCc1nc2c(OCc3ccc(Cl)cc3)cccn2c1N(C)C(=O)c1cccs1	nt	0	8	-11	-2	-0.6	-5	7	nt
CC1(C)CC(=O)c2c(O)cc(OCc3ccc(Br)cc3)cc2O1	-24	-7	0	-10	0	1.9	-3	-20	-6
N#Cc1c(C(F)(F)F)cc(-c2ccccc2)[nH]c1=O	5	2	9	-5	1	3.8	-8	-2	-4
CC(C)(O)[C@H](O)Cc1cc2ccc(=O)oc2cc1O[C@@H]1O[C@H](CO)[C@@H](O)[C@H](O)[C@H]1O	-3	-3	5	-3	-1	0.2	0	5	-3
O=[N+]([O-])c1cccc(-c2noc(-c3ccco3)n2)c1	-3	-4	-1	7	10	5.3	1	-7	-4
COc1cccc(NC(=O)Cn2nnc(C(=O)NCc3ccc4c(c3)OCO4)c2N)c1	5	2	11	-4	4	0.5	-17	-11	-6
CN1C[C@H]2CON(C)[C@H]2C[C@H]1c1cccc(-c2ccccc2)c1	nt	-6	11	-3	0	0.9	-18	-4	nt
CCOC(=O)N1CCN(Cc2nc(N)nc(Nc3ccc(OCC)cc3)n2)CC1	-15	2	7	1	2	0.3	4	-12	-8
Cc1ccc(C)c(C(=O)COC(=O)Cn2[nH]c(=O)c3ccccc3c2=O)c1	-35	-5	8	2	4	1.2	-9	-13	-4
COc1cccc(-c2nc(CS(=O)(=O)CC(=O)Nc3c(C)cccc3C)c(C)o2)c1	-24	0	6	-14	0	0.2	-5	0	-6
COc1ccc(-n2c(SCC(=O)NCC3CCCO3)nc3c(c2=O)SCC3)cc1OC (stereo not given)	-4	-1	4	-4	0	-0.1	-7	-7	-3
CCN1C(=NCCc2cccs2)N[C@@H](c2cccs2)C(C(=O)OC)=C1C	-26	-10	-10	14	2	2.1	12	-7	-14
CCCc1nc2nc(C)c(NS(=O)(=O)c3ccc(F)cc3)c(=O)n2[nH]1	4	-1	5	-16	1	0.6	-6	-8	-11
CCCNc1c(NC(=O)COc2ccc(Cl)cc2)c(=O)oc2ccccc12	-28	-9	-5	-8	11	4.2	6	-18	2
CC1CCCCN1C(=O)CSc1nc2ccsc2c(=O)n1Cc1ccccn1 (stereo not given)	-13	-7	-1	7	-1	0.2	2	-14	1
COc1ccc(NC(=O)c2c(N)no[n+]2[O-])cc1	0	-4	8	4	1	-0.1	-6	-8	0
CC1(C)CC(=O)C2=C(C1)OC(N)=C(C#N)C21CCN(C(=O)OCc2ccccc2)CC1	-8	-8	4	0	1	0.6	0	1	-10
O=P(CCC(F)(F)F)(CCC(F)(F)F)CCC(F)(F)F	-5	-5	4	-9	1	0.5	-6	-15	-11
CCCCCN(C(=O)CCC(=O)OCC(=O)Nc1cccc(CC)c1)c1c(N)n(CCCC)c(=O)[nH]c1=O	-9	0	9	-4	0	-0.1	-10	-4	-11
COc1ccc(NC(=O)Cc2ccccc2)cc1	-7	-1	8	-6	0	0.2	-7	-25	1
COc1cc(OC)c2c(c1)OC(=O)CC2c1cc(OC)c(OC)c(OC)c1 (stereo not given)	-7	-5	2	-24	1	1.1	-8	-23	nt
O=C(CCNC(=O)N1CC(=O)Nc2ccccc21)NCc1ccc(Cl)cc1	nt	-4	-2	-3	1	-0.2	0	-1	nt
Cc1cc(/C=C2\C(=N)N3N=C(S(C)(=O)=O)SC3=NC2=O)c(C)n1Cc1ccccc1	0	-7	0	0	1	0.2	-1	-3	-12
Cc1ccc(NC(=O)c2cccnc2C(=O)O)nc1	-5	-1	13	-12	0	0.1	-14	-13	3
Cn1nnc2sc3c(c2c1=O)CCCC3	-10	-6	6	-8	0	-0.1	-2	-6	-2
CCOc1cc(C(=O)O)cc(Cl)c1OCC#N	-8	-5	7	3	-1	0.8	-7	-21	0
CCOc1ccccc1NC(=O)CN1C(=O)NC(Cc2c[nH]c3ccccc23)C1=O (stereo not given)	-25	-3	3	7	4	2.1	0	-16	-9
c1cc(-c2ccoc2)n2ccnc2c1	nt	-4	4	4	2	2.0	-9	-4	nt
COc1ccc(CN2CCN(C(=O)Cn3ncn4cccc4c3=O)CC2)c(OC)c1OC	-3	-2	3	-29	3	0.8	-12	-4	-2
COc1ccc(C(=O)N2CC(=O)Nc3ccccc32)cc1S(=O)(=O)N1CCOCC1	1	-3	6	0	1	0.9	-8	-10	-6
COc1ccc(OC)c(CN2CCCC(C(=O)c3ccccc3SC)C2)c1 (stereo not given)	-31	-2	-11	-8	5	3.8	9	-9	-3
Cc1ccc(-c2cc(=O)[nH][nH]2)c(C)c1	0	-6	6	-6	-2	0.3	-10	-5	0
O=C(NC(c1ccccc1)c1ccccc1)c1ccc(S(=O)(=O)C(F)F)cc1	-9	-4	3	0	1	0.0	-21	18	-16
CCS(=O)(=O)n1nc(NCc2cccc(OC)c2)nc1NCc1cccc(OC)c1	-21	5	4	-10	7	3.2	-17	-13	-19
CCOc1ccc(NC(=O)N2CCC(C(=O)c3ccc(F)cc3)CC2)cc1	-1	1	13	1	2	0.2	-14	-1	-18
CC1CCC2(CC1)NC(=O)N(CC(=O)NC(C)c1ccc(F)c(F)c1)C2=O (stereo not given)	-13	-4	8	-12	1	-0.1	-9	-11	2
COc1ccc(C2CC(c3ccc(F)cc3)n3nc(NC(=O)c4ccco4)nc3N2)cc1 (stereo not given)	-28	-2	1	0	10	4.1	-4	-3	2

A different layout for some results above:
Fields – CHO parental Ca | M1 ag | CHRM1 PAM | M4 antag | CHRM4 agonist | CHO-K1 Ca ag | M1 antag | CHO-K1 Ca antag | OXTR potentiate
- CCS(=O)(=O)n1nc(NCc2cccc(OC)c2)nc1NCc1cccc(OC)c1
 : -21 | 5 | 4 | -10 | 7 | 3.2 | -17 | -13 | -19
- CCOc1ccc(NC(=O)N2CCC(C(=O)c3ccc(F)cc3)CC2)cc1
 : -1 | 1 | 13 | 1 | 2 | 0.2 | -14 | -1 | -18
- Cn1nnc2sc3c(c2c1=O)CCCC3
 : -10 | -6 | 6 | -8 | 0 | -0.1 | -2 | -6 | -2
- Cc1ccc(-c2cc(=O)[nH][nH]2)c(C)c1
 : 0 | -6 | 6 | -6 | -2 | 0.3 | -10 | -5 | 0

Continued:
SMILES	CHO parental Ca	M1 ag	CHRM1 PAM	M4 antag	CHRM4 agonist	CHO-K1 Ca ag	M1 antag	CHO-K1 Ca antag	OXTR potentiate
Cc1ncoc1C(=O)N1CCCC(C(=O)c2cccc(OC(C)C)c2)C1 (stereo not given)	-13	-8	2	-10	1	1.3	-1	8	5
COc1ccc(-n2c(C)nc3cc(C(=O)NCc4ccc5c(c4)OCO5)ccc32)cc1	-10	-8	5	2	2	0.9	1	-6	-3
CCOc1ccc(Nc2nc(N3CCCC3)nc(N3CCN(c4ccc(OC)cc4)CC3)n2)cc1	5	-3	7	-5	2	1.3	-12	-18	-18
Cc1ccc2cc(C#N)c(NCCNC(=O)C3CC3)nc2c1C	-36	0	-2	14	8	3.3	8	5	-10
COc1cccc(-c2nc3ccc(C(=O)N4CCCC(O)C4)cc3o2)c1 (stereo not given)	-10	2	19	-1	2	0.9	-3	-11	-4
C=CCn1cc(C(=O)OCC)c(=O)c2ccc(F)cc21	0	0	14	-6	0	0.2	-13	-3	-3
CCC(C(=O)Nc1ccc(S(=O)(=O)N2CCN(C)CC2)cc1)c1ccccc1 (stereo not given)	5	10	7	5	8	11	-5	-8	-16
